CR mimetic SO – lowers age-related superoxide in aged yeast cells. S. cerevisiae aged cells, superoxide DHE fluorescence; stronger effect = lower value. superoxide response (% of plate mean), % at 10 µM. 0.18% of 330,000 active;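 active means superoxide response under a set limit, about three screen SD below normal, cut at about 65% in these data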;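 further: yeast aged for seven days with compound at 30 °C before DHE staining; 100% = average MFI of all compound-treated wells on the plate with controls excluded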
Efflux pump inh – antifungal efflux pump inhibition, Nile Red retention; S. cerevisiae Candida pump triplex; inhibition, % at 10 µM; 0.44% of 330,000 active; AID 485275;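 active means plate passing quality check with inhibition over a set limit, or well fluorescence over plate mean plus 4 SD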;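 further: Nile Red retained in pooled yeast measured as flow cytometry median fluorescence; 0% = buffer negative control and 100% = Enniatin B positive control; higher means more Nile Red kept so more efflux inhibition; some compounds called inactive have numbers as strong as hits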
CIT2-GFP yeast – modulators of TOR pathway CIT2-GFP in S. cerevisiae; S. cerevisiae CIT2-GFP strain, flow cytometry, 3 h; 100 means same as DMSO wells; 0.065% of 320,000 active; AID 2029; GFP response vs DMSO, % at 10 µM;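 active means GFP response relative to DMSO above a set limit, near the screen mean plus 3 SD, cut at about 150% in these data; inconclusive means Fewer than 70 cells measured for a yeast strain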;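 further: ratio of well median GFP fluorescence to mean of DMSO wells on the plate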
MEP2-GFP yeast – modulators of TOR pathway MEP2-GFP in S. cerevisiae; AID 2016; 0.51% of 330,000 active; S. cerevisiae MEP2-GFP strain, flow cytometry GFP, 3 h; 100% = DMSO control level; GFP response vs DMSO, % at 10 µM;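 active means GFP response versus DMSO above a set limit, roughly screen mean plus 3 SD, cut at about 180% in these data; inconclusive means fewer than 70 cells counted for a yeast strain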;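 further: median GFP fluorescence of the barcode-gated MEP2-GFP cells per well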
AGP1 TOR yeast – alters AGP1-GFP fluorescence in TOR pathway yeast screen; GFP response vs DMSO, % at 10 µM; S. cerevisiae AGP1-GFP multiplex flow cytometry, 3 h; GFP as percent of DMSO wells; AID 2066; 0.02% of 320,000 active;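 active means GFP response relative to DMSO above a set limit, near screen average plus 3 SD, cut at about 150% in these data; inconclusive means fewer than 70 cells counted for the yeast strain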;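 further: median GFP channel fluorescence of the gated AGP1 strain per well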
AHR activator – activates the human aryl hydrocarbon receptor | P35869 | AID 2796 | 2.5% of 320,000 active | activation, % at 5 µM | AHR-responsive luciferase reporter cells, luminescence; in the data active means activation above about 47%;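 further: 0% = vehicle wells and 100% = reference agonist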
Target sequence (P35869 whole entry, looked up): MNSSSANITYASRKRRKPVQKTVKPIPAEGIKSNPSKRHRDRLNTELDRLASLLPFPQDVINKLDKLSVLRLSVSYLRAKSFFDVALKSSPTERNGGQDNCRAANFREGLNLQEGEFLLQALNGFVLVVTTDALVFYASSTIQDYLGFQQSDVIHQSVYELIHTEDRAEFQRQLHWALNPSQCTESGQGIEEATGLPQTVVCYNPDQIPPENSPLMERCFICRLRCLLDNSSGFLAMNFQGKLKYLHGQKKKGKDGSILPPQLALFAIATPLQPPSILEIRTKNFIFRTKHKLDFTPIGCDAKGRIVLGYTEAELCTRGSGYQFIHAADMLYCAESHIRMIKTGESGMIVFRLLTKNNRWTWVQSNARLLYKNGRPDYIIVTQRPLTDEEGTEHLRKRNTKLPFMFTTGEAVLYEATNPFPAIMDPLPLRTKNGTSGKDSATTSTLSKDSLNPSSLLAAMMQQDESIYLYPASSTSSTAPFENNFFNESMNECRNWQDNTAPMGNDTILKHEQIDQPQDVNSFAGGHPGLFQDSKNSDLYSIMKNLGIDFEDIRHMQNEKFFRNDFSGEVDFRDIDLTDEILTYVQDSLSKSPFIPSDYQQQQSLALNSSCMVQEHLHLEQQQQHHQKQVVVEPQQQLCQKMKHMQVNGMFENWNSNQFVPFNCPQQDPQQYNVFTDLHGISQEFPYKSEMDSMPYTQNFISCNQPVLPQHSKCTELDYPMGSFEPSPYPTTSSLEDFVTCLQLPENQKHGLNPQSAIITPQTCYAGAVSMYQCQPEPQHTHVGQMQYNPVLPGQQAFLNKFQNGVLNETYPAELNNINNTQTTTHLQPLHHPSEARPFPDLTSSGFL
LAP4-GFP MLPCN – yeast TOR pathway LAP4-GFP modulation; S. cerevisiae LAP4-GFP multiplex, flow cytometry GFP, 3 h; median GFP as percent of DMSO wells; GFP response vs DMSO, % at 10 µM; 0.34% of 320,000 active;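 active means GFP response vs DMSO above a set limit, about the screen mean plus 3 SD, cut at about 150% in these data; inconclusive means under 70 cell events counted for the yeast strain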
RPL19A-GFP yeast – modulators of TOR pathway RPL19A-GFP in S. cerevisiae; S. cerevisiae RPL19A-GFP strain, flow cytometry, 3 h; stronger effect = lower value; percent response vs DMSO, % at 10 µM; 0.3% of 330,000 active; AID 2025;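 active means percent response vs DMSO below 50%; inconclusive means fewer than 70 events counted for the yeast strain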;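 further: median channel GFP fluorescence of the barcoded RPL19A-GFP strain; ratio of sample median GFP to plate DMSO average so 100% = DMSO; lower means less RPL19A-GFP as with rapamycin TOR inhibition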
An asterisk follows results filed as active; ? = inconclusive; . = no result given; [ ] = dose if it differs, or a comment.

canonical_smiles,CR mimetic SO,Efflux pump inh,CIT2-GFP yeast,MEP2-GFP yeast,AGP1 TOR yeast,AHR activator,LAP4-GFP MLPCN,RPL19A-GFP yeast
COc1ccc(OC)c2sc(N(CCCN(C)C)C(=O)c3ccc(S(=O)(=O)N4CCc5ccccc5C4)cc3)nc12,98,0.1,96,95,100,9,92,96
CCCCOc1ccc2c(C)cc(=O)oc2c1OCCCC,88,-0.1,91,106,101,16,90,103
CCC(=O)N(CC)C1=C(O)c2ccccc2C(=O)C1=O,195,0.1,86,97,83,8,149,97
O=C(Cn1cnc2c(oc3ccccc32)c1=O)NCC1CCCO1 (configuration not stated),101,0.0,.,96,97,3,88,99
CCOC(=O)c1sc(=S)n2c1[nH]c(=O)c1ccc(C(=O)OC)cc12,103,0.0,102,98,.,-1,103,98
Cc1cc(Br)ccc1OCCCCN1CCCCC1,103,-0.1,106,103,105,-1,94,110
O=C(CN1C(=O)NC(c2ccccc2)(c2ccccc2)C1=O)NCCNCCO,106,0.0,105,105,103,1,108,101
COc1ccccc1/C=C1\Oc2cc(OC(=O)N3CCOCC3)ccc2C1=O,95,0.0,98,95,107,-1,104,97
O=C(NNC1=NS(=O)(=O)c2ccccc21)c1ccccc1Cl,88,-0.1,99,96,104,-2,99,99
COc1ccc(C(=O)Nc2ccnn2C2CCN(C(=O)c3cccnc3)CC2)cc1,101,0.6,99,102,108,1,100,106
Cc1cc(C)nc(SCC(=O)Nc2ccc3c(c2)OCO3)n1,99,0.2,102,100,95,36,82,109
COCCn1c(-c2cc(OC)c(OC)c(OC)c2)nc2oc3cc(OC)ccc3c(=O)c2c1=O,78,-0.1,103,101,113,0,107,101
O=c1nc2ccccn2c2ccc(S(=O)(=O)N3CCCCC3)cc12,96,0.1,102,102,90,0,81,93
C[C@@H](C(=O)Nc1ccc2c(c1)OCCO2)n1nnc2ccccc2c1=O,108,0.1,102,98,101,3,97,102
CCc1ccc(-c2cc(C)no2)cc1S(=O)(=O)N1CCN(c2ccccc2)CC1,118,-0.4,109,119,107,3,103,107
O=C(O)Cc1ccc(C(=O)CSc2ccccc2)s1,116,0.1,87,100,97,-1,107,92
C#CCOCCOCCOCCNc1nc(N2CCOCC2)nc(N2CCN(C(=O)[C@H](Cc3ccc(O)cc3)n3cc([C@@H](N)C(C)CC)nn3)CC2)n1 (some centres not stated),102,-0.1,112,92,90,3,106,102
NC(=O)CC(c1ccccc1)c1ccc2c(c1)OCO2 (configuration not stated),99,0.0,103,107,107,.,96,101
O=C(NNC(=O)C12CC3CC(CC(C3)C1)C2)c1cnccn1,87,0.1,110,101,103,3,93,97
O=C(CCCCCN1C(=O)CCC1=O)Nc1ccc(Br)cc1F,87,0.2,99,104,98,4,99,97
Cc1ccccc1Cn1nc(C)c(NC(=O)c2cc(CC(C)C)on2)c1C,102,0.1,89,89,99,-2,102,100
CCCN(CC#CC(O)(c1ccccc1)c1cccnc1)CCC (configuration not stated),94,-0.1,92,102,94,5,84,95
CC(=O)c1c(Nc2cccc(F)c2)oc(C)cc1=O,89,0.0,86,89,94,-2,92,105
O=S(=O)(Cc1ccccc1)Nn1cnnc1,80,-0.2,108,100,105,0,103,107
CCN(CC(=O)Nc1ccc(S(=O)(=O)N2CCCC2)cc1)CC(=O)Nc1cccc(OC)c1,109,0.0,95,107,106,2,98,103
Cc1ccc(NC(=O)Cn2cc(S(=O)(=O)c3ccccc3)c(=O)c3cc(F)ccc32)cc1,96,-0.4,78,103,84,1,99,99
O=C1C2C(C(=O)N1/N=C/c1ccc([N+](=O)[O-])o1)C1C=CC2C12CC2 (configuration not stated),103,0.1,88,99,90,0,103,105
COc1cc(C(=S)N2CCCC2)ccc1OCc1ccccc1,94,0.4,93,99,94,1,98,99
CCCc1nc2sc3c(c2c(=O)n1NC(=O)CCC(=O)O)CCCC3,106,-0.1,100,104,102,4,106,98
CCOc1ccc(CNc2cccc(SC)c2)cc1,100,-0.1,98,98,98,5,109,93
O=C(NNC(=O)c1ccccc1Br)c1ccc2nc[nH]c2c1,89,0.1,?,96[may fluoresce red and violet],86[may fluoresce red and violet],2,82[may fluoresce red and violet],?
Cn1cccc1C(=O)C(=O)Nc1cccc(Cl)c1Cl,84,0.0,104,107,102,92*,105,101
COCCCNc1nc(N)c([N+](=O)[O-])c(NCC2CCCO2)n1 (configuration not stated),102,0.0,98,98,106,1,107,99
COCCn1c(SCC(=O)NCCc2ccccc2)nc2c([nH]c3ccccc32)c1=O,95,0.0,94,96,79,120*,85,99
CS(=O)(=O)N(CCc1ccccc1)CC(=O)N1CCN(Cc2ccc3c(c2)OCO3)CC1,98,0.0,103,103,100,-1,93,100
NS(=O)(=O)c1ccc(NC(=S)NC(=O)/C=C/c2cccs2)cc1,87,0.0,95,107,115,4,98,106
CCCN1C(=O)N(c2cccc(C)c2)C(C)(O)CC1(C)C (configuration not stated),94,-0.1,97,88,96,0,95,94
COc1ccc2c(=O)cc(C(=O)O)oc2c1,101,0.5,96,109,100,0,103,103
Cn1c(=O)c2c(nc(NCCCO)n2C/C=C/c2ccccc2)n(C)c1=O,96,-0.1,106,103,104,5,101,98
Cc1ccc(NC(=O)Nc2c(C)n(C)n(-c3ccccc3)c2=O)cc1C,109,0.0,92,101,100,-2,99,100
COc1ccc(N(CC(=O)N2CCN(c3ccc(F)cc3)CC2)S(=O)(=O)c2c(C)n[nH]c2C)cc1,72,-0.2,100,94,99,7,99,94
COc1ccc(CC(=O)Nc2ccc(S(=O)(=O)Nc3ncccn3)cc2)cc1OC,98,-0.2,103,101,107,-1,103,98
CC1CCCCC1NC(=O)CCn1c(=O)oc2ccccc21 (configuration not stated),89,0.1,104,104,101,1,101,101
CC(CNC(=O)CCC(=O)N1CCOc2ccc(Cl)cc21)c1ccccc1 (configuration not stated),113,-0.1,93,95,99,-2,97,93
O=S(=O)(c1ccc(Cl)cc1)N1CCC(N2CCOCC2)CC1,90,0.0,104,98,104,0,98,99
CC1CCN(S(=O)(=O)c2cc(C(=O)N3CCN(c4ncccn4)CC3)ccc2Br)CC1,95,0.0,96,101,98,2,98,102
CCSC1=C(C#N)C(c2cccs2)C(C(=O)OC)=C(C)N1 (configuration not stated),88,-0.8,99,102,105,2,106,96
COc1cc(CC(=O)OCC(=O)N2CC(=O)Nc3ccccc32)cc(OC)c1OC,106,0.1,103,100,108,0,104,101
O=C(CSc1cccc2cccnc12)OCC(=O)c1ccc(Br)cc1,99,0.2,108,97,102,10,105,98
COC(=O)c1c(NC(=O)CCC(=O)O)sc2c1CCCCC2,87,3.8,86,100,87,0,103,96

Additional compounds follow:
canonical_smiles,CR mimetic SO,Efflux pump inh,CIT2-GFP yeast,MEP2-GFP yeast,AGP1 TOR yeast,AHR activator,LAP4-GFP MLPCN,RPL19A-GFP yeast
CN(CCC1CCOCC1)C(=O)C1CCC(=O)N(CCc2ccc(Cl)cc2)C1 (configuration not stated),126,-0.2,103,98,106,0,94,103
O=C(CSc1nc2ccccc2s1)Nc1cc(S(=O)(=O)N2CCOCC2)ccc1Cl,100,-0.1,90,100,90,19,105,100
COc1ccc(C(=O)N/C(=C/c2ccc(Cl)cc2)C(=O)Nc2ccc(C(=O)O)cc2)cc1,96,0.0,108,99,93,.,73,110
CCOc1c(Cl)cnn(-c2ccc(C)cc2)c1=O,110,-0.1,103,102,99,17,96,98
COc1ccc(C(=O)Nc2ccccc2C(=O)N(Cc2ccco2)C(C(N)=O)C(C)C)cc1 (configuration not stated),96,0.1,90,101,100,-1,93,98
Cc1ccccc1C(=O)N1CCC(C(=O)Nc2sccc2C(N)=O)CC1,100,0.1,80,94,97,-1,101,96
COc1ccc(CNC(=S)Nc2ccc3nc(N4CCN(C)CC4)cc(C)c3c2)cc1,92,0.1,96,97,107,8,101,97
N#Cc1ccc(CSc2ncccn2)cc1,87,0.0,99,97,95,-2,86,99
Cn1c(CNC(=O)c2ccc(Cl)cc2)nnc1SCC(=O)NC1CCCC1,97,0.0,113,116,101,-1,111,104
CC(=O)OCCCNc1cc(Sc2ccc(C)cc2)c2nonc2c1[N+](=O)[O-],99,13*,99[may fluoresce red],94[may fluoresce red],88[may fluoresce red],-1,93[may fluoresce red],?
COc1ccc(/C=C(/C#N)C(=O)NC2CCCCC2)cc1Br,94,-0.1,96,91,96,-2,92,94
CS(=O)(=O)N1N=C(c2cccs2)CC1c1ccco1 (configuration not stated),98,-0.1,94,101,99,2,98,103
CCOc1ccc(C(C)=O)cc1COc1cccnc1[N+](=O)[O-],100,0.3,106,107,98,-2,93,108
CN(CCc1cn[nH]c1)C(=O)CC1C(=O)NCCN1Cc1ccccc1C(F)(F)F (configuration not stated),116,-0.1,97,101,103,0,104,103
O=C(c1ccc2c(=O)n(C3CCCC3)c(=S)[nH]c2c1)N1CCCCCC1,87,-0.1,96,96,98,1,98,98
COc1ccc(-c2csc3ncnc(N4CCN(S(=O)(=O)c5cccc(C(F)(F)F)c5)CC4)c23)cc1,71,0.1,100,100,105,2,103,95
CC(C)c1ccccc1-n1cc[nH]c1=S,128,0.0,93,98,94,1,96,99
COc1ccc(NC(=O)COC(C)=O)cc1Cl,146,0.0,100,96,94,-1,87,105
COc1ccccc1Nc1nnc(Cc2ccccc2)c(=O)[nH]1,94,-0.1,93,102,102,4,98,97

High-throughput results from PubChem BioAssay.
